Screening data as filed in PubChem.
SNCA expr inh: SNCA gene expression inhibition; AID 1671194; actives 0.17% (n = 140,000); Potency, µM (doses to about 57.2 µM), for the others: top-dose activity change, negative = inhibition, actives largely listed as inhibitors; HEK-293 SNCA-luciferase knock-in, luminescence, 24 h;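 further: potency means the concentration at half of the fitted maximal effect; plate controls were DMSO cells for no effect and cell-free wells for full effect; nearly all actives have a fitted effect of over 45% in size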
3T3 cytotox: NIH 3T3 cell cytotoxicity. NIH 3T3 viability, CellTiter-Glo ATP luminescence, 48-72 h. Potency, µM (doses to about 96.7 µM), for inactives: at the top dose activity change, negative = cytotoxicity, most hits filed as inhibitors. actives 4.3% (n = 94,000). AID 1345082; further: potency means the concentration at half of the fitted maximal effect; nearly all actives have a fitted effect of over 55% in size
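First NIH 3T3 cells are plated at 400 cells/well; next compound is pinned in; then plates incubate 48 or 72 hr at 37 °C; finally CellTiter-Glo is added and luminescence read after 10 min.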
HEK cytotox: HEK 293 cell cytotoxicity; HEK 293 viability, ATP luminescence (CellTiter-Glo), 48-72 h; actives 6.6% (n = 94,000); Potency, µM (doses to about 115 µM), inactives show at the top dose activity change, negative = cytotoxicity, usual class: inhibitors; AID 1345083; further: potency means the concentration at half of the fitted maximal effect; nearly all actives have a fitted effect of over 60% in size
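Cells seeded first (HEK 293, 250 cells/well), then compound added by pintool. Incubation ran 48 or 72 hr at 37 degree Celsius. CellTiter-Glo was added and luminescence imaged after 10 min at room temperature.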
FLuc inh: inhibitors of firefly (Photinus pyralis) luciferase; purified P. pyralis luciferase, luminescence, biochemical; Potency, µM (series often up to 115 µM), for inactives: at the highest dose activity change, negative = inhibition, hits mostly inhibitors; actives 2.5% (n = 76,000); further: potency means the concentration at half of the fitted maximal effect; nearly all actives have a fitted effect of over 65% in size
Target sequence (P08659 whole entry, looked up): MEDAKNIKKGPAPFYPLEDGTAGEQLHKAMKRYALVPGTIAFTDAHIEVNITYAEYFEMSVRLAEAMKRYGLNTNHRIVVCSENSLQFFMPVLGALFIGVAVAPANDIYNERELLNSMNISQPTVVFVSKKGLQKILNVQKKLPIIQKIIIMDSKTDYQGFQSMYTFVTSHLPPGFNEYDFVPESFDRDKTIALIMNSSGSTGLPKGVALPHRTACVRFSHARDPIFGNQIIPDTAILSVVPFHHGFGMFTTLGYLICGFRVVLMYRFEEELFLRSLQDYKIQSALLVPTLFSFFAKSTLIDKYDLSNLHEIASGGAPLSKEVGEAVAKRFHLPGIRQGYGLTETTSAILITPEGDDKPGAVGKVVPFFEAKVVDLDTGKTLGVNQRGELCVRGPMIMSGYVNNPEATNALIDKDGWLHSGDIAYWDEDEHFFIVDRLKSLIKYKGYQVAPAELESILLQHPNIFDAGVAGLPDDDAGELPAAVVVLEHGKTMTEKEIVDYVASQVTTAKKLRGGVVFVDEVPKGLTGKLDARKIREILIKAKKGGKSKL
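Luminescence read by CCD imager after adding enzyme (10nM final) to wells holding compound, titrated in qHTS. Substrates 10uM each D-luciferin and ATP; buffer 50mM Tris acetate pH 7.5, 10mM Mg acetate, Tween-20, BSA.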
IP6K1 inhibitor: blocks human inositol hexakisphosphate kinase 1 | activity change, % (series mostly up to about 58 µM) | IP6K1 kinase, ADP-Glo luminescence, 2 h; active compounds read low | actives 0.81% (n = 140,000) | AID 1645851 | Q92551; in the data active means activity change below about -25%
Target sequence (Q92551 whole entry, looked up): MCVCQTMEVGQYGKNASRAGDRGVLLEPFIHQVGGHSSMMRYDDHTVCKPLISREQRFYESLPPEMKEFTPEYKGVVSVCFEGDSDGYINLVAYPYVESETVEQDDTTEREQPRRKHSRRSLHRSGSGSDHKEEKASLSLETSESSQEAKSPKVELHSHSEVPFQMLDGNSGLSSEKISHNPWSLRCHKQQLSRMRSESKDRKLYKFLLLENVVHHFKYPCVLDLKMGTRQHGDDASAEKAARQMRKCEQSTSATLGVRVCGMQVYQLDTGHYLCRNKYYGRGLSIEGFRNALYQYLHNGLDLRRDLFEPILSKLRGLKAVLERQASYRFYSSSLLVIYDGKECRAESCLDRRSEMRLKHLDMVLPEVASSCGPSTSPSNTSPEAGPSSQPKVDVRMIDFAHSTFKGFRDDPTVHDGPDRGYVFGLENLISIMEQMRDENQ
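ADP-Glo luminescence measures ADP made by human IP6K1 during a 2 h RT reaction with ATP/IP6 (mix at 1.3 mM/130 uM); top library doses 57.5 and 19.1 uM final.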
GPT2 inhibitor: blocks human glutamate pyruvate transaminase 2. Recombinant GPT2, coupled pyruvate oxidase/HRP Amplex Red fluorescence. actives 0.25% (n = 100,000). Potency, µM (titrated, usually from 57.7 µM), without a hit: at the highest dose activity change, negative = inhibition, most hits filed as inhibitors; further: potency means the concentration at half of the fitted maximal effect; nearly all actives have a fitted effect of over 60% in size; many of its hits are not listed in these tables
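Inhibition is scored from Amplex Red fluorescence generated when pyruvate oxidase and HRP act on pyruvate released by GPT2. Reactions contain 10ng/uL enzyme, 250uM a-KG and 2mM L-alanine and run 30 min at room temperature.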
SNCA viab count: reduces viability of HEK-293 SNCA reporter cells | HEK-293-SNCA-luc viability, GF-AFC fluorescence, 24 h | Potency, µM (highest dose often 57.1 µM), for the others: at the top dose activity change, negative = cytotoxicity, hits mostly cytotoxic | actives 0.12% (n = 150,000);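 further: potency means the concentration at half of the fitted maximal effect; 0% = DMSO-treated cells and -100% = medium-only wells without cells; nearly all actives have a fitted effect of over 30% in size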
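Cytotoxicity counterscreen: after 24 h compound treatment of genome-edited SNCA-luciferase HEK-293 cells, live-cell protease substrate GF-AFC read by fluorescence after 30 min; activity scaled between DMSO (0%) and medium-only (-100%), curves Hill-fitted.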
* marks the source's active call; other numbers are inactive results; i = inactive; ? = inconclusive; . = not tested or not shown; [ ] = another dose, or the depositor's remark. Unless noted, the call rests on the fitted dose curve; in most records, active means well fitted curve in the direction sought with a large enough effect; inconclusive means small, poorly fitted or top-dose-only effect, or another doubt; inactive means no such curve, though single readings can be large; an effect the other way counts as inactive or inconclusive. Unless noted, on the % scale 0 is the no-effect control and ±100 the full control effect. A portion of the library. The share of hits here may be higher or lower than overall.

SMILES	SNCA expr inh	3T3 cytotox	HEK cytotox	FLuc inh	IP6K1 inhibitor	GPT2 inhibitor	SNCA viab count
Cc1cc(S(=O)(=O)N2[C@H]3CC[C@@H]2c2cnc(-c4ccccc4)nc2C3)ccc1F	12%	-3%	-7%	0%	25	2%	12%
CCOC(=O)[C@H]1CN(C(=O)NC2CCCC2)[C@]2(C)C(=O)N(CCOC(C)=O)c3ccccc3[C@H]12	-22%[25.6 µM]	?	-24%[57.5 µM]	.	3	i	-18%[23.9 µM]
Cc1ccc(S(=O)(=O)NC[C@H]2C[C@@H]3CCN2C[C@@H]3CN2CCCCC2)cc1	16%[87.6 µM]	-23%[174 µM]	?	1%[172 µM]	-7	2%[88.5 µM]	-19%[87.6 µM]
C#C[C@H]1CN2CC[C@H]1C[C@@H]2CNCc1cccc(C#N)c1	8%[87.6 µM]	-29%[230 µM]	?	-6%[230 µM]	-3	i	-8%[87.6 µM]
Cc1ccccc1-n1nc(C)c2c1NC(=O)CSC2c1ccc(N(C)C)cc1 (stereo unspecified)	-25%	.	.	.	-2	.	-15%
CN(C)c1ccc(NC(=O)c2sc3nc4c(cc3c2N)N2CCC4CC2)cc1	58%[activator]	.	.	.	4	.	-3%
CC(C)CCN1CCC2(COc3ccncc3[S+](=O)([O-])N2)C1 (stereo unspecified)	9%	-12%	-14%	.	0	i	0%
C=CCN(C)C(=O)[C@H]1CN2CCC1C[C@@H]2Cn1cc(COC)nn1 (stereo partly specified)	3%[87.6 µM]	-7%[174 µM]	i	-5%[172 µM]	1	0%[88.5 µM]	1%[87.6 µM]
CC(C)CCN1CCCC2(CC(c3cccnc3)=NO2)C1 (stereo unspecified)	2%[87.6 µM]	-9%[138 µM]	-9%[172 µM]	.	3	i	-6%[87.6 µM]
O=C(OC[C@H]1O[C@@H](Oc2ccc(O)cc2CO)[C@H](O)[C@@H](O)[C@@H]1O)c1ccccc1	.	.	.	.	0	i	14%[23.9 µM]
O=[N+]([O-])c1ccnc(N2CC3CCC(C2)N3CC(F)(F)F)c1	-1%	-10%	-24%	.	8	?	-12%
O=c1c2ccccc2nc(/C=C\c2ccc(F)cc2)n1-c1ccccc1F	7%	.	.	.	-5	.	9%
C[C@H](Cc1ccc2c(c1)OC(C(=O)O)(C(=O)O)O2)NC[C@H](O)c1cccc(Cl)c1	-14%	.	.	.	.	i	-8%
CCOC(=O)[C@H]1CN(C(=O)CCc2ccccc2)[C@]2(C)C(=O)N(CC3CC3)c3ccccc3[C@H]12	-6%[25.6 µM]	?	?	.	-19	-6%[27.3 µM]	3%[23.9 µM]
Cc1[nH]c2ccc(Cl)cc2c1CCN(C)C	.	.	.	.	11	i	2%
CCCN1CCC[C@@H]2Cc3nc(N)ncc3C[C@H]21	-4%	.	.	.	13	-12%	2%
CCC(CC)C(=O)NC[C@H]1C[C@@H]2CCN1C[C@@H]2c1cc(-c2ccccc2Br)nc(C)n1	-13%	-22%	?	-1%	9	-2%	-4%
FC(F)(F)CN1C2CCC1CN(c1nccs1)C2	13%[87.6 µM]	-23%[138 µM]	-23%[172 µM]	.	23	-10%[88.5 µM]	4%[87.6 µM]
NCc1cn(C[C@H]2CC3CCN2C[C@@H]3C(=O)N2CCCC2)nn1 (stereo partly specified)	7%[87.6 µM]	i	?	5%[172 µM]	18	1%[88.5 µM]	-1%[87.6 µM]
C[C@@H](N)[C@@H](O)c1ccccc1	22%[25.6 µM]	.	.	.	2	-15%	-28%[23.9 µM]
Cn1ccnc1CN1C(=O)NC2(CCNCC2)C1=O	8%	2%	-1%	1%	3	-15%	-3%
COc1cc2c(cc1OCc1ccccc1)N(C(=O)c1ccc3[nH]ccc3c1)CC21CCN(C)CC1	?	22µM*	35µM*	12%	-6	2%	?
COc1cc2c(cc1CCc1ccccc1)N(C(=O)COc1ccccc1)CC21CCN(C(C)=O)CC1	-28%	?	-25%	-1%	0	-28%	-29%
O=C1N(Cc2ccccn2)C[C@H]2CN(C3CCOCC3)CCN12	4%[87.6 µM]	1%[174 µM]	0%[172 µM]	-2%[172 µM]	17	?	4%[87.6 µM]
CC(Cc1ccc(O)cc1)NCC(O)c1cc(O)cc(O)c1 (stereo unspecified)	26%	.	.	.	-9	?	?
COCC(=O)NC[C@H]1C[C@@H]2CCN1C[C@@H]2CN1CCN(C)CC1	8%[87.6 µM]	i	-12%[172 µM]	-3%[172 µM]	-3	-9%[88.5 µM]	1%[87.6 µM]
Cc1ncc(CNC(=O)N(CCCl)N=O)c(N)n1	-19%	.	.	.	6	-6%	0%
CC[C@H]1C2CC3[C@@H]4N(C)c5ccccc5[C@]45C[C@@H]([C@H]2[C@H]5O)N3[C@@H]1O	.	.	.	.	8	i	-27%
COc1cc2c(cc1OC1CCCC1)NC(=O)C21CCN(C(=O)c2cccc(C#N)c2)CC1	-21%	22µM*	?	-12%	-4	-9%	-4%
CCN1C[C@]2(OC(=O)c3ccccc3NC(C)=O)CC[C@H](OC)[C@@]34[C@H]5CC6[C@@H](OC)C[C@](O)(C(C[C@@H]23)[C@@H]14)[C@@]5(O)[C@@H]6OC	-5%	.	.	.	.	1%	5%
O=S1(=O)C[C@@H]2NCCN(c3ccnc(N4CCCNCC4)n3)[C@@H]2C1	3%	1%	3%	2%	1	-6%	1%
O=C(O)C1=NOC2CN(Cc3cscn3)CC12 (stereo unspecified)	-14%[87.6 µM]	-1%[138 µM]	-4%[172 µM]	.	21	-28%[88.5 µM]	0%[87.6 µM]
Cc1cnc(CCN)n1C1CCC1	-11%	i	-8%	-5%	6	3%	-6%
Cc1ncsc1CCCl	-16%	.	.	.	-13	-3%	-6%
CN1CCc2cc(Cl)c(O)cc2[C@H]2c3ccccc3CC[C@@H]21	-34%[25.6 µM]	.	.	.	28	3%	26%[23.9 µM]
Cn1nc(-c2cccs2)cc1[C@H]1CN2CC[C@H]1C[C@@H]2CN	16%[87.6 µM]	-13%[174 µM]	-3%[172 µM]	-3%[172 µM]	-1	-8%[88.5 µM]	-17%[87.6 µM]
C[S+](=O)([O-])N1C2CCC1CN(Cc1cccnc1)C2	10%[87.6 µM]	-19%[138 µM]	-21%[172 µM]	.	3	-9%[88.5 µM]	1%[87.6 µM]
O=C(O)Cc1cnc[nH]1	-14%	.	.	.	.	-13%	-2%
c1cc(CC2CN3CCCC3CN2)cs1 (stereo unspecified)	29%[87.6 µM]	i	i	.	-13	-2%[88.5 µM]	2%[87.6 µM]
CCN(CC)C(=O)[C@@H]1C=C2c3cccc4[nH]cc(c34)C[C@H]2N(C)C1	16%[87.6 µM]	.	.	.	-72*	?	58%[87.6 µM]

Only SNCA viab count, for some of the entries so far:
structure | SNCA viab count
O=C1N(Cc2ccccn2)C[C@H]2CN(C3CCOCC3)CCN12 | 4%[87.6 µM]
Cc1ncc(CNC(=O)N(CCCl)N=O)c(N)n1 | 0%

As entered above:
Entry of Cc1cnc(CCN)n1C1CCC1 in FLuc inh: -5%
Entry of Cc1ncsc1CCCl in SNCA viab count: -6%

(next part)
SMILES	SNCA expr inh	3T3 cytotox	HEK cytotox	FLuc inh	IP6K1 inhibitor	GPT2 inhibitor	SNCA viab count
CN1Cc2ccccc2-n2ccnc2C12CCN(C(=O)C1CCCCC1)CC2	15%	-4%	7%	-5%	12	i	8%
CC[C@@H](C)[C@@H]1NC(=O)[C@@H]2CCCN2C(=O)[C@@H](CC(O)CCl)OC(=O)CCNC(=O)[C@H](C)N(C)C(=O)[C@H](C(C)C)N(C)C1=O (stereo partly specified)	.	.	.	.	21	1%[17.1 µM]	-36%[23.9 µM]
COc1ccccc1CNC(=O)[C@H]1CN2CCC1C[C@@H]2Cn1cc(CO)nn1 (stereo partly specified)	-16%[87.6 µM]	-9%[174 µM]	3%[172 µM]	-5%[172 µM]	11	-27%[88.5 µM]	6%[87.6 µM]
CCCN1CCc2cccc3c2[C@H]1Cc1ccc(O)c(O)c1-3	3%	.	.	.	.	i	-16%
Cc1nc(-c2cccs2)cc([C@H]2CN3CC[C@H]2C[C@@H]3CNC(=O)Nc2cccc(C(F)(F)F)c2)n1	?	25µM*	25µM*	4%	-9	i	-11%
CC(=O)NS(=O)(=O)c1ccc(NC(=O)c2cccn(Cc3ccc(Cl)cc3)c2=O)cc1	14%	.	.	.	-5	.	20%
COc1cc2c(cc1OC1CCCC1)NC(=O)C21CCN(C(C)=O)CC1	12%[87.6 µM]	?	-34%[172 µM]	-21%[172 µM]	-3	i	4%[87.6 µM]
COCC(=O)N1CCC2(CC1)C(=O)Nc1cc(Oc3cccc(N(C)C)c3)c(OC)cc12	24%[87.6 µM]	-16%[138 µM]	?	-24%[172 µM]	-15	i	0%[87.6 µM]
O=S(=O)(NC[C@H]1C[C@@H]2CCN1C[C@@H]2CN1CCc2ccccc2C1)c1ccccc1	-29%[87.6 µM]	?	3%[172 µM]	-3%[172 µM]	9	i	1%[87.6 µM]
O=C(c1ccc(F)cc1)N1C[C@@H]2C[C@H](C1)c1ccc(C3CCCCC3)c(=O)n1C2	-2%[87.6 µM]	-22%[174 µM]	-19%[172 µM]	-1%[172 µM]	10	1%[88.5 µM]	-8%[87.6 µM]
CC1=C2C(=O)C3[C@@H](CC=C4C[C@@H](O)CC[C@@]43C)[C@@H]2CC[C@]12O[C@@H]1C[C@H](C)CN[C@H]1[C@H]2C (stereo partly specified)	.	.	.	.	4	i	?
O=C(c1ccccc1)N1C[C@@H]2C[C@H](C1)c1ccc(NS(=O)(=O)c3cccs3)c(=O)n1C2	-5%	4%	i	0%	6	-2%	5%
O=C(Nc1ccon1)c1cccn(Cc2ccccc2)c1=O	60%[activator]	.	.	.	10	.	22%
COc1cc2c(cc1OC1CCCC1)NC(=O)C21CCN(C(=O)C(C)C)CC1	-7%[87.6 µM]	-11%[138 µM]	?	-18%[172 µM]	-9	-11%[88.5 µM]	1%[87.6 µM]
COCC(=O)NC[C@H]1C[C@@H]2CCN1C[C@@H]2c1cc(-c2ccccc2OC)nc(C)n1	16%[87.6 µM]	-26%[174 µM]	-5%[172 µM]	4%[172 µM]	4	-4%[88.5 µM]	-3%[87.6 µM]
COc1cc([C@@H]2c3cc4c(cc3[C@@H](O)C3COC(=O)C32)OCO4)cc(OC)c1O (stereo partly specified)	2%	.	.	.	.	-10%	-7%
Cn1nc(-c2cccs2)cc1[C@H]1CN2CC[C@H]1C[C@@H]2CNC(=O)CCCC(=O)O	-4%[87.6 µM]	i	i	0%[172 µM]	3	1%[88.5 µM]	7%[87.6 µM]
